Assay outcomes: PubChem BioAssay, several laboratories
PTK2B oligo ant = Pyk2 (human) oligomerization antagonism. Q293 cells, Pyk2 FERM NanoBiT luminescence; active compounds read low. actives 0.83% (n = 99,000). z-score (the deposit names both 25 µM and 10 µM). Q14289;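 active = Z-score of -3 or lower, scaled per plate to the spread of control and sample wells; inactive = z-score above -3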;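 also: negative z-score means lost luminescence so less FERM oligomerization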
Target sequence (Q14289 whole entry, looked up): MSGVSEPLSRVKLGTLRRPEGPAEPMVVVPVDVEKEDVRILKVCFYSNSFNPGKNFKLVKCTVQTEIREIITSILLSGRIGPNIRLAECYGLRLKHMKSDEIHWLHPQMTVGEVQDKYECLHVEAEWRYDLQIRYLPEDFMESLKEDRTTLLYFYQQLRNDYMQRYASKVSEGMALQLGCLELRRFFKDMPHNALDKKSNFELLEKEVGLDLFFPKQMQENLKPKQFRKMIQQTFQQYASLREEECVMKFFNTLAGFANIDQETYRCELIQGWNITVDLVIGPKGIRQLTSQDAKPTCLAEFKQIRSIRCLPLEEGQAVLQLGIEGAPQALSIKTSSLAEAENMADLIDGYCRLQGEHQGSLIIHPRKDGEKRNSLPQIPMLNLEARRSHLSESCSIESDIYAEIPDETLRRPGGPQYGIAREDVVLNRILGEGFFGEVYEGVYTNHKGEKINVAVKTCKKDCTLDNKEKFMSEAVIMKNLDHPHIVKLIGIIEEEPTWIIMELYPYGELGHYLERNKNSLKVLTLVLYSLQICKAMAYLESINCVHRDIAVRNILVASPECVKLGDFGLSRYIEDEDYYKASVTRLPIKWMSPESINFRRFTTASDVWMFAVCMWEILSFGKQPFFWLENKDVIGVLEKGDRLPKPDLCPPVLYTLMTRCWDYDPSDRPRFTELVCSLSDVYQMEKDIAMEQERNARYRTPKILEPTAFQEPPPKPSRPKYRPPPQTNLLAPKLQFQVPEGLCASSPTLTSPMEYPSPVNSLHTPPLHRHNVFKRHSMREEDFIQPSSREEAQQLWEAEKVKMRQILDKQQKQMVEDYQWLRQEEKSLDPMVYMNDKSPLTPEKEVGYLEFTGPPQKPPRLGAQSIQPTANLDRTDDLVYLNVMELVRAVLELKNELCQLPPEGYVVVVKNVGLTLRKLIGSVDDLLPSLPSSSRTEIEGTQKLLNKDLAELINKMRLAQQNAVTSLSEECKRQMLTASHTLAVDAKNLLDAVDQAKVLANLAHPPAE
DAT uptake mod = human DAT dopamine uptake with cocaine, either direction. Q01959. LLC-PK1 hDAT cells, [14C]-dopamine uptake with cocaine IC80; actives deviate in either direction. B-score at 10 µM. actives 1.3% (n = 110,000);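 active = Z score or B-score, a plate-position-corrected score, falls beyond the plate's 99.7% confidence bounds, in either direction; inactive = both scores lie inside the 99.7% bounds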;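 also: scored against the spread of the other compound wells on the same plate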
CYP2C9 inhib = inhibitors of human CYP2C9 | P11712 | CYP2C9 Supersomes, luciferin-H conversion, luminescence | inhibition, % at 5 µM | actives 20% (n = 96,000) | AID 777;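 active = blocking of liver enzyme CYP2C9 beyond about 50% at 5 µM, limit read from the data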; also: values of inactives mirror those of a sister screen read the other way
PostGolgi ctrl = yeast control strain growth, post-Golgi counter-screen; AID 738; efflux-deficient yeast background strain, growth absorbance A615, 16 h; actives 5% (n = 98,000); inhibition, % at 10 µM
PostGolgi yeast = growth inhibition of a yeast mutant, post-Golgi transport screen | post-Golgi transport phenotypic cell assay | AID 739 | inhibition, % at 10 µM | actives 0.9% (n = 98,000);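 also: yeast cells grown in 1536-well plates; yeast grown about 18 h at 30C before absorbance read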
Ecoli WT expand = E. coli BW25113 growth inhibition, expanded screen. OD600 absorbance. growth inhibition, % at 100 µM. actives 0.15% (n = 98,000). AID 710;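 active = growth inhibition above about 50% at one test dose, limit read from the data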;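 also: growth measured after 20 h incubation at 37 °C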
LYP act = LYP (human) phosphatase activation | Q9Y2R2 | activation, % at 2 µM | actives 0.11% (n = 96,000) | recombinant LYP, DiFMUP fluorescence; 0 = plate median, 100 = signal doubled | AID 697;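 active = activation at 2 µM above a set limit, the mean plus 5 SD, cut at about 37% in these data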
LYP inh 2 = LYP (human) phosphatase inhibition; AID 640; inhibition, % at 2 µM; recombinant LYP catalytic domain, DiFMUP fluorescence; actives 0.21% (n = 96,000);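 active = inhibition at 2 µM at or above a set limit, the screen mean plus 3 SD, cut at about 24% in these data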;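 also: 0% = DMSO with enzyme and 100% = enzyme fully blocked by orthovanadate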
CYP2C9 act = CYP2C9 (human) activation; P11712; recombinant CYP2C9, luciferin-H conversion, luminescence; active compounds read high; factor 1 = untreated enzyme, 0 = blocked; activation factor at 5 µM; actives 1.4% (n = 96,000);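 active = activation factor of 2 or more for CYP2C9 at a 5 µM dose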;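 also: 0 = sulfaphenazole-blocked wells and 1 = vehicle-only wells; values of inactives mirror those of a sister screen read the other way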
* = called active by the depositor; . = not tested or not shown. Rule as the data show it, unless noted: active = inhibition above about 30%; inactive = the rest.

SMILES | PTK2B oligo ant | DAT uptake mod | CYP2C9 inhib | PostGolgi ctrl | PostGolgi yeast | Ecoli WT expand | LYP act | LYP inh 2 | CYP2C9 act
CCC(C)C(=O)Nc1cc(C(=O)OC)ccc1C(=O)OC (centres undefined) | 1.46 | 0.171 | 10.6 | 0.7 | -10.8 | 8.0 | 10.5 | -11.3 | 0.9
CCCC(=O)Nc1cccc(-c2cn3ccsc3n2)c1 | -0.52 | 0.107 | -1.9 | -3.3 | -2.9 | 1.0 | -5.6 | 3.6 | 1
COc1ccc(CNC(=O)c2cc(-c3ccco3)on2)cc1 | 0.27 | -0.402 | 14.9 | -5.5 | -0.3 | -8.0 | 9.7 | -11.3 | 0.9
CCOC(=O)c1ccc2[nH]c3c(c2c1)CN(C)CC3 | . | 0.355 | 13.6 | 6.5 | -5.6 | 6.0 | 10.0 | -11.9 | 0.9
NC(=O)C1CCN(C(=O)C23CC4CC(CC(C4)C2)C3)CC1 | 0.71 | -0.764 | -1.5 | -11.2 | -2.8 | -5.0 | -3.2 | 0.7 | 1
CCCCCCC1CCC(C(=O)Nn2c(C)nc3ccccc3c2=O)CC1 (centres undefined) | 0.23 | 0.561 | 90.8* | 10.1 | -3.6 | -1.0 | 7.3 | -8.1 | 0.1
O=C(CSc1nc(-c2ccco2)cc(C(F)(F)F)n1)NCCc1ccccc1 | 2.25 | 0.0244 | 30.4 | 10.0 | -4.3 | -8.0 | -8.9 | 7.8 | 0.7
CCCSc1nnc(-c2ccccc2NC(=O)CC)c(=O)[nH]1 | -2.42 | -1.34 | 28.9 | 12.8 | 5.6 | 6.0 | 3.8 | -4.8 | 0.7
CCN(CC)C(=O)CSc1nnc(-c2ccco2)o1 | -0.02 | 0.12 | . | . | . | . | 4.8 | -4.3 | .
COc1ccc(N=C2SC(CC(=O)Nc3ccccc3)C(=O)N2CC2CCCO2)cc1 (centres undefined) | -1.78 | -0.0348 | 73.4* | 12.0 | 2.4 | 4.0 | -2.1 | -0.5 | 0.3
COC(=O)C1=C(N)N(c2ccccc2C(F)(F)F)C2=C(C(=O)CCC2)C1c1ccc2c(c1)OCO2 (centres undefined) | -4.31* | -0.08 | 10.0 | 11.8 | -6.0 | -7.0 | 7.4 | -5.1 | 0.9
CCNc1nc(NCC)nc(C(=O)OCCO)n1 | . | -0.508 | -10.1 | 2.1 | 3.4 | -6.0 | -0.3 | -2.6 | 1.1
Cc1nn(-c2ccccn2)c2c1-c1nc(N)ncc1CC2 | -0.62 | -0.0574 | -13.0 | 6.0 | -1.8 | 3.0 | -0.9 | -1.8 | 1.1
Nn1c(-c2cccc(Br)c2)n[nH]c1=S | -0.34 | -0.16 | 13.7 | -2.0 | 5.5 | 15.0 | 7.2 | -9.4 | 0.9
O=C1OCc2cc(NC(=O)C3CCCCC3)ccc21 | -0.77 | 0.0982 | 19.2 | 9.5 | -8.9 | -14.0 | -3.7 | 1.2 | 0.8
O=C(O)CNC(=O)c1ccc(OC(F)F)cc1 | 1.38 | -1.46 | -9.2 | 9.4 | 0.5 | 5.0 | -5.7 | 4.0 | 1.1
O=C(CCC(=O)c1cccs1)OCC(=O)N1CCN(S(=O)(=O)c2ccccc2)CC1 | 0.54 | -0.387 | 12.6 | 4.5 | 3.3 | -4.0 | 9.6 | -8.9 | 0.9
Cc1[nH]nc(-c2ccc(O)c(C)c2O)c1Oc1ccccc1 | -3.37* | 0.895 | 100.3* | 37.8* | 2.0 | 14.0 | -0.1 | 0.6 | 0
COc1ccccc1-c1cc(-c2ccccc2)nc(SC(C(N)=O)c2ccccc2)c1C#N (centres undefined) | -2.87 | -0.587 | 30.4 | 2.4 | 11.6 | 7.0 | -1.2 | 4.0 | 0.7
COc1ccc(C=O)cc1COc1ccc(F)cc1F | 0.55 | -0.597 | 23.1 | 16.1 | 18.8 | 6.0 | -15.5 | 14.1 | 0.8
COc1ccc(Cc2nn3c(-c4cc(OC)c(OC)c(OC)c4)nnc3s2)cc1 | -0.27 | 0.735 | 74.9* | 35.5* | 19.3 | 6.0 | 0.3 | -3.7 | 0.3
COc1ccc(S(=O)(=O)Nc2ccc3c(c2)OCO3)cc1 | -0.37 | -1.05 | 55.6* | 7.9 | -2.2 | 13.0 | -10.9 | 8.6 | 0.4
COCC(=O)Nc1nc(-c2ccc(C)cc2)c(C)s1 | -0.26 | -0.595 | . | . | . | . | 0.0 | 0.2 | .
Nc1nc(Cl)cc(N2CCC(c3cc(-c4ccc(Cl)cc4)n[nH]3)CC2)n1 | -1.84 | -0.0277 | -3.5 | 101.7* | 16.2 | 0.0 | 6.6 | -2.3 | 1
Cc1ccnc(N2CCC(C(=O)NC3CCCCCC3)CC2)n1 | 0 | 0.178 | -45.1 | 1.8 | -1.5 | 3.0 | 7.6 | -8.8 | 1.5
CCN(CC)NC(=S)Nc1ccccc1 | 0.94 | -0.0391 | -15.2 | 18.2 | 15.9 | -7.0 | 7.6 | -4.7 | 1.2
CC1CCCCN1S(=O)(=O)c1ccc(C(=O)Nc2nnc(-c3cccs3)o2)cc1 (centres undefined) | -1.56 | 1.34 | 7.8 | 8.6 | -15.3 | 8.0 | -17.5 | 17.2 | 0.9
O=C(c1cccnc1)N1CCN(S(=O)(=O)c2ccc(S(=O)(=O)N3CCCC3)cc2)CC1 | 1.23 | -0.00261 | -7.3 | 4.0 | -8.0 | -5.0 | -3.8 | 7.3 | 1.1
N/C(=N\OC(=O)/C=C/c1ccccc1)c1ccccc1 | 0.62 | -0.84 | 15.6 | 3.3 | -9.9 | 6.0 | -0.3 | 0.3 | 0.8
COc1ccc(CNc2ccc(-c3ccc(OC)cc3)nn2)cc1 | -0.8 | 1.51 | 3.7 | 2.5 | 5.8 | 3.0 | -7.3 | 4.7 | 1
COc1ccc(C(=O)NC(C)(C)C)cc1S(=O)(=O)N1CCCC1 | -0.04 | 0.315 | 53.4* | 3.8 | 1.6 | 8.0 | 6.3 | -6.7 | 0.5
O=C1CC(c2ccsc2)c2cc3c(cc2N1)OCCO3 (centres undefined) | . | -1.05 | 41.7 | 15.4 | -3.5 | -4.0 | . | . | 0.6
Cc1cccc(Cn2c(SCCN3CCOCC3)nc3c2c(=O)n(C)c(=O)n3C)c1 | . | 1.88 | 8.7 | 2.1 | -0.2 | 7.0 | . | . | 0.9
O=C1C(=O)N(CCCn2ccnc2)C(c2cccnc2)/C1=C(/O)c1ccc(F)cc1 (centres undefined) | 0 | -0.713 | 89.4* | . | . | . | . | . | 0.1
CCOC(=O)c1ccc(CNC(=O)C2CCCCC2C(=O)OCC(F)(F)F)o1 (centres undefined) | 0 | -0.22 | -5.6 | -2.8 | 6.6 | 8.0 | -1.2 | -0.3 | 1.1
CC(C)(C)c1nc(NCCN2CCOCC2)c2nnn(Cc3ccccc3Cl)c2n1 | -1.01 | -1.05 | 3.5 | 18.5 | 18.5 | 0.0 | -3.6 | 2.2 | 1
COc1ccc(N2CCN(C(=O)NC34CC5CC(CC(C5)C3)C4)CC2)cc1 | -0.74 | -7.62* | 59.3* | 18.2 | -23.9 | -4.0 | 17.8 | -20.8 | 0.4
COc1ccc(S(=O)(=O)n2nc(OC(=O)c3ccccc3)cc2N)cc1 | 0.53 | -0.428 | -2.1 | 14.6 | -3.9 | 2.0 | -1.8 | 0.2 | 1
O=C1C(Cl)=C(N2CCCCCC2)C(=O)N1c1ccccc1 | 0.15 | -0.22 | 18.0 | 18.4 | -3.6 | -2.0 | -3.6 | 4.1 | 0.8
Cc1c(Cl)cccc1-n1c(SCC(=O)N(C)Cc2ccccc2)nnc1-c1ccncc1 | -1.48 | 3.8* | 83.2* | 9.8 | 5.0 | -11.0 | 3.1 | -1.2 | 0.2
Cc1nn(CC#N)c(=O)n1-c1ccccc1 | 1.08 | -1.02 | -3.3 | -2.5 | -13.8 | -1.0 | -7.5 | 8.6 | 1
Cc1cccc(N(CC(=O)NC2CCCC2)C(=O)c2cc3cc4cccc(C)c4nc3s2)c1C | -0.55 | 0.531 | 89.5* | 2.2 | -4.0 | -9.0 | -9.5 | 10.9 | 0.1
CC1CCCCC1N1CN=C(Nc2nc3ccccc3s2)NC1 (centres undefined) | -0.1 | -0.256 | -12.5 | -7.4 | 6.5 | -4.0 | 5.1 | 0.5 | 1.1
O=C(CNS(=O)(=O)c1ccc(C(=O)N2CCOCC2)cc1)N1CCOCC1 | -0.82 | 0.159 | -13.5 | 8.7 | -5.3 | 6.0 | -13.5 | 13.3 | 1.1
COc1ccc(S(=O)(=O)N2CCC(C(=O)c3ccc4c(c3)OCCO4)CC2)cc1 | -2.06 | 0.269 | . | 23.0 | -2.3 | -24.0 | -15.6 | 20.6 | .
O=C(CCS(=O)(=O)c1ccc(Cl)cc1)Oc1ccc2c(c1)OCO2 | 0.44 | -0.00508 | 34.6 | 3.2 | -6.5 | 20.0 | . | . | 0.7
CCOC(=O)c1c(NC(=O)CSc2nc(C)cc(C)c2C#N)sc(C(C)=O)c1C | -0.51 | . | 18.1 | 3.8 | -1.1 | 4.0 | -14.1 | 12.8 | 0.8
O=C(NC1CCN(Cc2ccccc2)CC1)C1CCCN(S(=O)(=O)c2cccc3nonc23)C1 (centres undefined) | 0.71 | 1.46 | -14.7 | 16.7 | -6.1 | 4.0 | 3.2 | -1.6 | 1.1
COc1ccc(OCC(=O)Nc2ccc3c(c2)nc2n3CCSC2)cc1 | 1.27 | 0.676 | 4.2 | -0.8 | -4.0 | -2.0 | 11.5 | -14.2 | 1
Cc1cc(Cl)ccc1OCC(=O)NCCOc1nc(N2CCCCC2)nc(N2CCOCC2)n1 | 0.97 | . | 24.0 | 12.4 | 0.3 | 1.0 | 10.3 | -7.8 | 0.8
Next part.
SMILES | PTK2B oligo ant | DAT uptake mod | CYP2C9 inhib | PostGolgi ctrl | PostGolgi yeast | Ecoli WT expand | LYP act | LYP inh 2 | CYP2C9 act
Cc1ccc(CSc2sc(C(=O)c3ccccc3)c(N)c2C#N)cc1 | 0.4 | 0.109 | 61.3* | 2.4 | -5.0 | -15.0 | -3.5 | 4.3 | 0.4
Cc1cccc(N2CCN(C(=O)c3ccc(NS(=O)(=O)c4c(C)noc4C)cc3)CC2)c1C | 0.34 | 2.16 | 95.9* | 14.3 | 5.3 | -12.0 | -5.6 | 1.6 | 0
CC(C)(C)C(=O)Nc1ccccc1C(=O)Nc1cc(Cl)ccc1Cl | -0.67 | -1.75 | 60.9* | 9.9 | -0.3 | 2.0 | 22.1 | -17.7 | 0.4
CCOC(=O)c1nn(-c2ccccc2)c2nc(Nc3ccccc3)cc(=O)n12 | -0.17 | -0.172 | 17.0 | 8.5 | -9.8 | -4.0 | -11.0 | 7.2 | 0.8
CCC(CC)c1nnc(NC(=O)c2cccc(S(=O)(=O)N3CCc4ccccc43)c2)s1 | -0.71 | 0.604 | 75.5* | 7.1 | 6.6 | -10.0 | 5.8 | -3.2 | 0.2
CCOC(=O)N1CCN(C(=O)c2ccc3c(=O)n(CCC4=CCCCC4)c(=S)[nH]c3c2)CC1 | 0.27 | -0.374 | -0.1 | -1.0 | -5.7 | -2.0 | -16.5 | 16.7 | 1

Full records as entered above.
CCOC(=O)c1nn(-c2ccccc2)c2nc(Nc3ccccc3)cc(=O)n12 reads PTK2B oligo ant: -0.17; DAT uptake mod: -0.172; CYP2C9 inhib: 17.0; PostGolgi ctrl: 8.5; PostGolgi yeast: -9.8; Ecoli WT expand: -4.0; LYP act: -11.0; LYP inh 2: 7.2; CYP2C9 act: 0.8
CCC(CC)c1nnc(NC(=O)c2cccc(S(=O)(=O)N3CCc4ccccc43)c2)s1 reads PTK2B oligo ant: -0.71; DAT uptake mod: 0.604; CYP2C9 inhib: 75.5*; PostGolgi ctrl: 7.1; PostGolgi yeast: 6.6; Ecoli WT expand: -10.0; LYP act: 5.8; LYP inh 2: -3.2; CYP2C9 act: 0.2
